All columns: NCI-60 one-dose screen, growth in % after 48 h at 10 µM unless noted; 100 = growth as untreated, 0 = no growth, -100 = all killed.
MDA-MB-231 – MDA-MB-231 breast cancer; 81,000 compounds, 5% hits
RPMI-8226 – RPMI-8226 leukemia cells; 77,000 compounds, 7.5% hits; AID 1794781
CCRF-CEM – CCRF-CEM leukemia; 77,000 compounds, 7% hits
K-562 – K-562 leukemia | 78,000 compounds, 7.4% hits
SR – SR leukemia cells. 73,000 compounds, 8.7% hits
MOLT-4 – MOLT-4 leukemia cells; 80,000 compounds, 6.9% hits; AID 1794779
MDA-MB-468 – MDA-MB-468 breast cancer | 78,000 compounds, 8.5% hits | AID 2202374
MDA-MB-435 – MDA-MB-435 melanoma; 82,000 compounds, 7.8% hits; AID 1794794
The depositor's hits bear a star; . = not tested or not shown; & = joins results of further samples. The calls were made as follows: active = growth percent below 10; inactive = the rest.

No.	smiles	MDA-MB-231	RPMI-8226	CCRF-CEM	K-562	SR	MOLT-4	MDA-MB-468	MDA-MB-435
1	CC1=NN(c2cc(Cl)c(S(=O)(=O)O)cc2Cl)C(=O)C1N=Nc1ccc(S(=O)(=O)O)cc1 (configuration not stated)	121	90	93	119	119	121	117	107
2	O=C(O)c1c(Cl)ccc([N+](=O)[O-])c1Cl	106	103	106	105	91	96	100	100
3	COc1ccc(Nc2nc3ccccc3nc2/C=C/c2ccccc2)cc1	105	96	98	96	93	95	111	101
4	Nc1nc(C(=O)N/N=C/c2ccccc2)nn1-c1ccc(S(N)(=O)=O)cc1	94	99	.	100	89	102	108	98
5	COC(=O)C1=CCS(=O)(=O)C1	102	98	97	109	101	105	111	113
6	C/C(Cl)=C/CC1=C(O)c2ccccc2C(=O)C1=O	73	45	45	35	54	27	78	59
7	Cn1cccc1/C=N/NC(=O)Cn1c2ccccc2c2ccncc21	96	86	96	.	84	86	116	110
8	COc1ccc(-c2cc(-c3nnc(SC/C(=N/O)c4ccccc4)o3)c3cc(OC)ccc3n2)cc1	112	105	101	121	96	107	101	96
9	O=C(NCCO)C(=O)NCCO	105	100	96	95	100	105	96	103
10	Cc1cc(=O)oc2cc(OCc3c(F)cccc3Cl)ccc12	66	94	89	61	58	90	64	33
11	NC(=O)c1sccc1Nc1ccnc(C(F)(F)F)c1	112	87	92	94	85	91	92	110
12	CCC1=C[C@]2(C3CC(=O)N(c4ccccc4)C3=O)CC(C(C)(C)C)C[C@@H]2[C@@H]2C(=O)N(c3ccccc3)C(=O)[C@H]12 (some centres not stated)	81	60	86	84	80	80	90	86
13	O=C1OC(c2ccccc2)=C/C1=C/c1ccc([N+](=O)[O-])cc1	100	87	95	106	114	112	104	97
14	FC(F)(F)c1cccc(CNC2CCN(CCc3ccccc3)CC2)c1	67	-10*	13	30	29	54	87	44
15	O=C(Cn1c(=O)sc2nc3ccccc3nc21)Nc1ncc(Cc2cccc(C(F)(F)F)c2)s1	97	95	97	98	97	97	104	101
16	N#CC(C#N)N=Nc1ccc(Br)cc1	19	12	9.6*	12	-15*	32	0.0*	72
17	Cc1ccc(S(=O)(=O)NC(=O)Nc2nc3ccc(C)cc3s2)cc1	100	102	101	95	97	99	106	105
18	COc1cc(/C=C/C(=O)N2CCN(C(=O)/C=C/c3cc(OC)c(OC)c(OC)c3)CC2)cc(OC)c1OC	83	99	99	99	75	96	102	115
19	NC(=O)SCC(=O)Nc1ccc(C(=O)O)cc1	98	112	114	109	140	109	101	110
20	COc1cc2nc(Cl)nc(Nc3ccc(S(=O)(=O)Nc4cc(C)on4)cc3)c2cc1OC	109	107	100	126	.	124	123	94
21	N#CC(c1ccc([N+](=O)[O-])cc1)C(CC(=O)c1ccccc1)c1ccccc1 (configuration not stated)	66&73	77&77	83&84	79&75	75&76	68&67	101&91	89&85
22	CN(O)S(=O)(=O)NCCOc1ccc(C(C)(C)C)cc1	93	91	84	94	76	91	90	100
23	COc1ccc(-n2nc(C(=O)NCCCCC(=O)O)nc2-c2ccccc2)cc1	111	110	105	86	94	99	108	110
24	CC(C)CCC[C@@H](C)C1CCC2C3CCC4=C/C(=N/OCCN5CCCC5)CC[C@]4(C)C3CC[C@@]21C (some centres not stated)	81	83	30	65	60	56	83	95
25	C[C@H](C(=O)N[C@@H](Cc1ccc(-c2ccccc2)cc1)C(=O)NC1CC(C)(C)NC(C)(C)C1)c1ccc(-c2ccccc2)c(F)c1	-54*	-44*	-21*	-54*	-27*	-42*	-66*	-90*
26	O=C1CC2(CCOCC2)Oc2ncccc21	8.5*	5.5*	0.7*	4.5*	15	13	30	81
27	C#CCOc1cccc(Nc2ncnc3ccc(NC(=O)CCl)cc23)c1	-38*	-51*	-57*	-13*	-42*	-25*	-54*	-2.7*
28	O=C(CSc1nc2ccccc2c(=O)[nH]1)NNC(=O)c1ccc([N+](=O)[O-])cc1	93	107	102	102	77	99	88	102
29	CO[C@]1(CO)O[C@@H](n2ccc(=O)[nH]c2=O)[C@H](F)[C@@H]1O	96	99	98	88	97	102	100	97
30	CC(=O)N1N=C(c2ccc(Cl)cc2)CC1c1ccc2c(c1)OCO2 (configuration not stated)	84	.	63	51	68	67	41	88

Two records picked at random from the list so far, as already listed:
No.	smiles	MDA-MB-231	RPMI-8226	CCRF-CEM	K-562	SR	MOLT-4	MDA-MB-468	MDA-MB-435
22	CN(O)S(=O)(=O)NCCOc1ccc(C(C)(C)C)cc1	93	91	84	94	76	91	90	100
23	COc1ccc(-n2nc(C(=O)NCCCCC(=O)O)nc2-c2ccccc2)cc1	111	110	105	86	94	99	108	110

Continued.
No.	smiles	MDA-MB-231	RPMI-8226	CCRF-CEM	K-562	SR	MOLT-4	MDA-MB-468	MDA-MB-435
31	Cc1ccc(/C(=N/c2sc(-c3ccccc3)nc2-c2ccccc2)N2CCC(C)CC2)cc1	105	109	101	107	111	108	115	109
32	O=C(c1ccccc1)c1ccc(-c2ccccc2)cc1	107	93	88	83	68	92	84	67
33	COc1cc2c(=O)n(CCN(C)C)c3c4cc5c(cc4ccc3c2cc1OC)OCO5	-22*	-28*	2.6*	12	2.3*	3.9*	-67*	-65*
34	O=C(/C=C/c1cn(-c2ccccc2)nc1-c1ccccc1)NNC(=O)c1ccc(Cl)cc1Cl	46	82	90	70	49	72	93	85
35	O=C(NNS(=O)(=O)c1ccccc1)c1cccnc1	98	86	97	102	.	96	91	102
36	O=C(CCCl)c1ccc(-c2ccccc2)cc1	101	50	94	92	89	91	102	102
37	Cc1ccccc1OCC1COCN(C(C)(C)CO)CO1 (configuration not stated)	.	108	98	98	.	91	97	103
38	CC(C)=NN=C(C)C	103	104	96	97	97	96	98	102
39	COc1cc(/C=C/C(=O)O)cc(OC)c1OC	107	.	101	112	.	107	113	94
40	CC1=CC(=O)C2=C(C)CC(OS(=O)(=O)c3ccc(C)cc3)[C@@H]3[C@H](OC(=O)[C@@H]3C)[C@@H]12 (some centres not stated)	93	95	86	83	82	75	87	93
41	O=C(O)COc1ccc(S(=O)(=O)c2ccc(OCC(=O)O)cc2)cc1	115	88	83	96	92	95	110	109
42	Cn1cc(-c2cc(N)n3nc(-c4cn(C)c5ncccc45)cc3n2)c2cccnc21	-22*	54	85	5.6*	51	53	45	93
43	N#Cc1nn(-c2ccc(Cl)cc2)nc1N1CCCCC1	100	106	106	96	111	96	105	107
44	O=c1cc(Cn2cc[n+](Cc3ccc4ccccc4c3)c2)c2c(ccc3ccccc32)o1	107	103	108	97	92	105	100	105
45	COc1ccc(NC(=O)c2cc(NCc3cc(O)ccc3O)ccc2O)cc1	79	49	29	73	39	65	89	100

Entries listed so far that have a Cl atom, in the order listed:
No.	smiles	MDA-MB-231	RPMI-8226	CCRF-CEM	K-562	SR	MOLT-4	MDA-MB-468	MDA-MB-435
1	CC1=NN(c2cc(Cl)c(S(=O)(=O)O)cc2Cl)C(=O)C1N=Nc1ccc(S(=O)(=O)O)cc1 (configuration not stated)	121	90	93	119	119	121	117	107
2	O=C(O)c1c(Cl)ccc([N+](=O)[O-])c1Cl	106	103	106	105	91	96	100	100
6	C/C(Cl)=C/CC1=C(O)c2ccccc2C(=O)C1=O	73	45	45	35	54	27	78	59
10	Cc1cc(=O)oc2cc(OCc3c(F)cccc3Cl)ccc12	66	94	89	61	58	90	64	33
20	COc1cc2nc(Cl)nc(Nc3ccc(S(=O)(=O)Nc4cc(C)on4)cc3)c2cc1OC	109	107	100	126	.	124	123	94
27	C#CCOc1cccc(Nc2ncnc3ccc(NC(=O)CCl)cc23)c1	-38*	-51*	-57*	-13*	-42*	-25*	-54*	-2.7*
30	CC(=O)N1N=C(c2ccc(Cl)cc2)CC1c1ccc2c(c1)OCO2 (configuration not stated)	84	.	63	51	68	67	41	88
34	O=C(/C=C/c1cn(-c2ccccc2)nc1-c1ccccc1)NNC(=O)c1ccc(Cl)cc1Cl	46	82	90	70	49	72	93	85
36	O=C(CCCl)c1ccc(-c2ccccc2)cc1	101	50	94	92	89	91	102	102
43	N#Cc1nn(-c2ccc(Cl)cc2)nc1N1CCCCC1	100	106	106	96	111	96	105	107

(next part)
No.	smiles	MDA-MB-231	RPMI-8226	CCRF-CEM	K-562	SR	MOLT-4	MDA-MB-468	MDA-MB-435
46	Clc1ccc(-c2cc(-c3ccc(Cl)cc3)nc(N3CCN(CCNc4ccnc5cc(Cl)ccc45)CC3)n2)cc1	110	75	26	85	21	98	108	94
47	CCOC(=O)C1CCN(c2oc(Cc3ccccc3)nc2P(=O)(OCC)OCC)CC1	106	94	100	92	88	91	106	99
48	COc1ccc(-c2nc(SCC(C)C)nc(N/N=C\c3ccc([N+](=O)[O-])cc3)c2C#N)cc1	103	96	97	98	131	88	111	100
49	O=C(NCCNC(=O)c1cc(S(=O)(=O)NCCc2ccccc2)c(O)c(O)c1O)c1cc(S(=O)(=O)NCCc2ccccc2)c(O)c(O)c1O	60	80	45	.	.	57	83	35
50	O=C(CCN1C(=O)/C(=C/c2ccc(O)cc2)SC1=S)Nc1ccc(O)cc1	83	87	81	84	76	76	.	90
51	COc1ccc([C@H]2[C@H](C(=O)O)c3ccccc3C(=O)N2c2ccccc2)cc1	89	91	96	108	68	101	92	96
52	O=C(Cc1nc2cc(Cl)c(Cl)cc2nc1CC(=O)c1cccnc1)c1cccnc1	.	45	31	50	.	39	34	76
53	COC(=O)C1CC(C(=O)OC)C2C(C(=O)OC)CC(C(=O)OC)C12 (configuration not stated)	85	101	99	97	93	100	96	104
54	Nc1nc(N)nc(-c2ccc([N+](=O)[O-])o2)n1	97	113	112	98	97	109	110	112
55	COc1ccccc1Nc1nnc(C(=O)c2c[nH]c3ccccc23)o1	88	98	103	99	99	103	102	111
56	CCCCC(S(C)(=O)=O)S(C)(=O)=O	105	101	.	102	106	98	104	102
57	CCN(CC)c1ccc(CNc2ccnc3ccccc23)cc1	70	25	53	10.0*	9.7*	52	1.4*	48
58	CN(C)CCNc1nc2ccccc2c2c1c1c(n2Cc2ccccc2)-c2ccccc2C1=O	-80*	-73*	-61*	-58*	.	-84*	.	-65*
59	NCCCCCNc1noc(Cc2c[nH]c3cc(Br)ccc23)n1	51	4.4*	2.4*	14	11	29	4.1*	-37*
60	O=C(O)C1CCCCCC1	95	110	112	120	108	.	96	101
61	O=[N+]([O-])c1ccc(OS(=O)(=O)c2ccc(Cl)cc2)cc1	103	94	100	99	90	103	90	94
62	COc1cccc(Cc2cc(-c3ccccc3)nn(C/C(=N\O)c3ccccc3)c2=O)c1	.	.	69	43	53	48	79	77
63	CCN1c2ccccc2C(Cl)(c2ccc(N(C)C)cc2)c2ccccc21	70	-29*	17	61	23	66	87	23
64	CCCCCCCCCCN=Cc1c(O)c(O)c(CCC)c2cc(C)c(-c3c(C)cc4c(CCC)c(O)c(O)c(C=NCCCCCCCCCC)c4c3O)c(O)c12	107	105	110	105	107	111	76	108
